From PubChem
AID2073: inhibitors of Mint1-CaV2.2 protein interaction, biochemical, HTRF (AID 2073); HTRF protein-protein interaction, Mint1-CaV2.2; higher % means a stronger effect; inhibition, % at 20 µM, or IC50 in µM where a hit was titrated; actives 0.19% (n = 290,000); in the data active = inhibition mostly above about 51%, no sharp cut-off; inconclusive = no clear call, values can overlap the other calls; inactive = mostly below about 53%; also: some results filed as inactive read as strong as hits
HIV peptide binding: cell-free HIV fusion peptide-binding blockers – biochemical, uHTS, fluorescence dequenching, primary screen (AID 1986) | cell-free peptide binding, fluorescence dequenching, 30 min; higher % means a stronger effect | one-dose inhibition, % at 20 µM; IC50 in µM for titrated hits | actives 0.3% (n = 290,000); in the data active = inhibition mostly above about 52%, no sharp cut-off; inactive = mostly below about 76%; also: some results filed as inactive read as strong as hits
RSV antiviral HEp-2: RSV antiviral activity via CPE protection, HEp-2 cells, primary 10 µM value included (AID 2391). HEp-2 cells, RSV-induced CPE inhibition; higher % means a stronger effect. actives 0.13% (n = 310,000). CPE inhibition, % at 10 µM; hits with a dose series show IC50 in µM; in the data active = a potency from the dose series; inconclusive = CPE inhibition mostly from about 23% at the one dose, without a potency; inactive = the rest, 99 in 100 with CPE inhibition below about 21%; also: strong numbers were not always called active
Large T inhibition: SV40 large T antigen inhibitors, biochemical (AID 1903); SV40 large T antigen ATPase/helicase inhibition assay; higher % means a stronger effect; one-dose inhibition, % at 20 µM; IC50 in µM for titrated hits; actives 0.39% (n = 310,000); in the data active = a potency from the dose series; inconclusive = inhibition mostly from about 32% at the one dose, without a potency; inactive = the rest, 99 in 100 with inhibition below about 32%; also: strong numbers were not always called active
Rac1 GTP hydrolysis: MgcRacGAP GTPase-activating activity inhibitors, confirmation, biochemical, ADP Hunter fluorescence; MgcRacGAP-stimulated Rac1 GTP hydrolysis, ADP Hunter fluorescence; higher % means a stronger effect; GST-tagged Rac1 F28L mutant substrate; inhibition, % at 30 µM; hits with a dose series show IC50 in µM; actives 0.6% (n = 340,000);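 active = first-screen hits whose inhibition reached a set limit at any dose in the follow-up dose series; inconclusive = inhibition above the set first-screen limit but never retested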;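 also: fluorescence reports GDP produced by GAP-driven GTP hydrolysis; strong numbers were not always called active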
Siah-1 displacement: Siah-1 peptide-binding antagonists, primary screen, biochemical, fluorescence polarization, rhodamine-plectin, uHTS (AID 1817). actives 0.02% (n = 290,000). Siah-1 / rhodamine-plectin peptide fluorescence polarization; higher % means a stronger effect. displacement, % at 20 µM, or IC50 in µM where a hit was titrated;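 active = displacement of at least 50% at 20 µM, with a fluorescence ratio check between 0.3 and a set limit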;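 also: plate controls were Siah plus tracer with DMSO for no effect and tracer alone without Siah for full effect; strong numbers were not always called active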
NS5 inhibitors: Dengue-2 NS5 methyltransferase inhibitors, primary screen, biochemical, confirmation dose response (AID 588689). Dengue-2 NS5 methyltransferase capping enzyme assay, biochemical; higher % means a stronger effect. actives 0.3% (n = 340,000). one-dose inhibition, % at 25 µM; IC50 in µM for titrated hits; in the data active = a potency from the dose series; inconclusive = inhibition above about 29% without an active follow-up result
XIAP displacement: small molecules displacing peptide from XIAP – biochemical, IAP family, fluorescence polarization (AID 1018) | XIAP BIR domain, fluorescence polarization peptide displacement; higher % means a stronger effect | one-dose displacement, % at 20 µM; IC50 in µM for titrated hits | actives 0.007% (n = 200,000); in the data active = displacement above about 50%; also: a part of the inactive calls stands beside numbers as strong as those of hits
LYP phosphatase: PTPN22 lymphoid phosphatase activity blockers – biochemical, fluorescence intensity, uHTS (AID 1779). actives 0.054% (n = 290,000). inhibition, % at 11.5 µM; hits with a dose series show IC50 in µM. recombinant LYP phosphatase, fluorescence intensity; higher % means a stronger effect; in the data active = inhibition above about 50%;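 also: plate controls were vehicle with enzyme for no effect and no enzyme for full effect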
NS5 inhibitors pilot replicate: recorded beside NS5 inhibitors, whose call it bears; inhibition, %; measured here: pilot screen replicate inhibition
Active calls of the source: *; ? = inconclusive; . = not tested or not shown.

SMILES	AID2073	HIV peptide binding	RSV antiviral HEp-2	Large T inhibition	Rac1 GTP hydrolysis	Siah-1 displacement	NS5 inhibitors	XIAP displacement	LYP phosphatase	others
C=C(C(=O)c1ccccc1)C(CC(=O)c1ccccc1)c1ccccc1 (stereo not drawn)	6%	-0.7%	-1.9%	-2%	2%	2%	-4%	-6.7%	5%
COc1cc(OC)nc(/N=C/N(C)C)n1	1%	-0.5%	.	28%	12%	0%	4%	-3.0%	-6%
OCCC1CN(Cc2cc3ccccc3o2)CCN1Cc1ccc(F)cc1 (stereo not drawn)	0%	0.8%	-0.5%	12%	5%	8%	-11%	.	-8%	NS5 inhibitors pilot replicate=-0.9
COc1ccc(C(=O)Nc2ccc(S(=O)(=O)NC(C)C)cc2)cc1	8%	1.8%	-0.1%	-3%	0%	2%	-2%	-7.0%	2%
COc1ccccc1C(=O)NNC(=O)c1ccc(C)cc1	5%	0.2%	0.4%	-3%	7%	-1%	-5%	.	-8%
COC(=O)CN1C(=O)COc2ccc(S(=O)(=O)NCc3ccc(Cl)cc3)cc21	0%	2.1%	4.7%	-6%	10%	-2%	3%	.	-16%
Cc1ccc(S(=O)(=O)Nc2ccc(Br)cc2/C=N/n2cnnc2)cc1	18%	-1.5%	16%	14%	-3%	-3%	1%	-4.6%	-4%
CCCCOc1ccc(NC2=NC3(CCCC3)N=C(N)N2)cc1	-10%	-1.2%	0.1%	10%	8%	-2%	3%	-4.3%	3%
CN(C)C(CNC(=O)c1cccc(C#N)c1)c1ccco1 (stereo not drawn)	6%	-1.7%	-1.8%	5%	1%	-5%	1%	-15%	-6%
Cc1ccccc1C(=O)O/N=C1\CCS(=O)(=O)c2sccc21	-11%	0.8%	3.3%	-1%	6%	-2%	-2%	-3.6%	1%

Structural class, the entries above containing a halogen (three)
SMILES	AID2073	HIV peptide binding	RSV antiviral HEp-2	Large T inhibition	Rac1 GTP hydrolysis	Siah-1 displacement	NS5 inhibitors	XIAP displacement	LYP phosphatase	others
OCCC1CN(Cc2cc3ccccc3o2)CCN1Cc1ccc(F)cc1 (stereo not drawn)	0%	0.8%	-0.5%	12%	5%	8%	-11%	.	-8%	NS5 inhibitors pilot replicate=-0.9
COC(=O)CN1C(=O)COc2ccc(S(=O)(=O)NCc3ccc(Cl)cc3)cc21	0%	2.1%	4.7%	-6%	10%	-2%	3%	.	-16%
Cc1ccc(S(=O)(=O)Nc2ccc(Br)cc2/C=N/n2cnnc2)cc1	18%	-1.5%	16%	14%	-3%	-3%	1%	-4.6%	-4%

(cont.)
SMILES	AID2073	HIV peptide binding	RSV antiviral HEp-2	Large T inhibition	Rac1 GTP hydrolysis	Siah-1 displacement	NS5 inhibitors	XIAP displacement	LYP phosphatase	others
Cc1cccc(Cl)c1NC(=S)NCCc1ccccn1	-2%	-0.3%	-0.5%	8%	5%	-2%	6%	.	-7%
CC(=O)c1cccc(Nc2ccc(-c3ccccc3F)nn2)c1	14%	-1.1%	0.0%	0%	7%	-8%	-4%	-4.1%	0%
Cc1cc2ncn(/N=C/c3ccc4c(c3)OCO4)c2cc1C	8%	-1.2%	10%	23%	8%	2%	-11%	-8.2%	2%
CC(C)(C)NC(=O)NC(=O)COC(=O)CCCc1c[nH]c2ccccc12	-2%	1.1%	-2.0%	11%	-1%	-4%	-10%	-4.0%	-5%	NS5 inhibitors pilot replicate=1.5
CC12c3ccccc3C(c3ccccc31)C1C(=O)N(c3ccncc3)C(=O)C12 (stereo not drawn)	-5%	-1.4%	0.2%	17%	4%	0%	-2%	-3.0%	-9%
COc1cc(SC)ccc1C(=O)Nc1c(C)cccc1C	-16%	-0.4%	21%	18%	3%	6%	-2%	-8.3%	1%
Cc1ccc(Cl)cc1N1CCN(S(=O)(=O)c2ccc3c(c2)NC(=O)C(C)C(=O)N3)CC1 (stereo not drawn)	13%	1.3%	-0.2%	7%	5%	1%	-3%	.	-6%
Cc1ccc(C(=O)N2CCN(c3ccc([N+](=O)[O-])cc3-n3cccc3)CC2)cc1	-8%	-2.5%	?	6%	.	3%	.	.	0%
Cc1ccc(NC(=O)CS(=O)CC(=O)Nc2ccc3c(c2)OCO3)cc1Cl (stereo not drawn)	-7%	-0.7%	0.5%	7%	6%	1%	-4%	-2.3%	-9%
COc1ccc2c(c1)c1ncn(Cc3ccco3)c(=O)c1n2C	14%	-0.8%	18%	13%	11%	-3%	-10%	-3.0%	-15%
CC(NC(=O)c1ccco1)C(=O)OCC(=O)c1ccc(Cl)s1 (stereo not drawn)	14%	3.6%	1.6%	7%	5%	5%	2%	-6.8%	3%
CCCn1c(=O)c2c(C(F)(F)F)cc(-c3ccco3)nc2n(CCC)c1=O	16%	-0.8%	-0.8%	5%	6%	0%	-3%	-16%	-10%
CC(=O)Nc1nc(C(=O)Nc2c(C)n[nH]c2C)cs1	-2%	2.2%	0.6%	7%	5%	4%	-6%	-2.4%	-5%
CC1(C)CC(NC(=O)C(F)(F)F)CC(C)(C)N1OC(=O)c1ccco1	5%	0.0%	-0.9%	-4%	1%	1%	-8%	-1.2%	-7%
CN1/C(=C\C=[N+](C)c2ccccc2)C(C)(C)c2ccccc21	0%	-0.5%	-0.8%	14%	0%	1%	-2%	-0.1%	-2%
CCc1ccccc1-n1nnnc1SCC(=O)Nc1cc(C)on1	5%	-0.4%	0.5%	7%	6%	-5%	1%	.	-2%
O=C(COC(=O)CSc1ccc([N+](=O)[O-])cc1)NC1CCCCCCC1	.	.	-1.9%	8%	-2%	.	-9%	.	.
COc1cc2sc3ccc(C#Cc4ccccn4)cc3c(=O)c2cc1OC	.	.	-1.2%	8%	9%	.	7%	.	.
Cc1ccc(C(=O)NCc2cccs2)cc1S(=O)(=O)N1CCCCC1	-1%	0.2%	0.9%	1%	2%	4%	-1%	1.6%	-5%
O=C(O)c1cnc2[nH]c3ccccc3n2c1=O	-3%	3.9%	3.1%	4%	17%	-1%	-7%	.	-15%
Cc1cc(C(=O)CSc2nnc(N)s2)c(C)n1Cc1cccs1	27%	21%	?	28%	-7%	3%	1%	-6.2%	-2%
COc1ccc2[nH]c(=O)c(CN(Cc3ccco3)C(c3nnnn3Cc3ccccc3)C(C)C)cc2c1 (stereo not drawn)	12%	1.1%	0.9%	22%	3%	-2%	16%	-2.4%	-3%
CCN(C1=NS(=O)(=O)c2ccccc21)N(CC)S(=O)(=O)c1ccc(C)cc1	-10%	-1.0%	2.4%	4%	8%	5%	-2%	-7.3%	0%
O=C(CN1C(=O)NC2(CCc3ccccc32)C1=O)Nc1cccc(F)c1 (stereo not drawn)	.	.	0.1%	14%	6%	.	1%	.	.
O=c1[nH]c2ccccc2n2c(C(F)(F)F)nnc12	15%	-2.0%	4.0%	15%	6%	-8%	-37%	.	-3%
Cc1cccc(OCCOC(=O)Nc2ccccc2)c1	-8%	-1.4%	5.5%	4%	2%	8%	-7%	-9.4%	-5%
O=C(NC1CCCCNC1=O)c1ccco1 (stereo not drawn)	13%	-0.5%	0.1%	10%	-4%	1%	-9%	.	-9%
COc1ccc(CNC(=O)CC2C(=O)NCCN2C2Cc3ccccc3C2)cc1 (stereo not drawn)	10%	0.0%	2.1%	15%	1%	6%	6%	.	-4%
Cc1ccc(N(CC(=O)NC2CCCC2)C(=O)CNC(=O)c2cccs2)c(C)c1	6%	-0.4%	0.6%	3%	-18%	8%	8%	.	-5%
Cc1c(OC(C)C(=O)NCCCN2CCOCC2)ccc2c3c(c(=O)oc12)CCCC3 (stereo not drawn)	9%	-1.5%	-1.2%	16%	15%	3%	-7%	.	-11%
COc1cccc2[nH]c3c(N4CCCC(C)C4)ncnc3c12 (stereo not drawn)	19%	0.2%	0.8%	6%	8%	-4%	-3%	-9.0%	-3%
CCNc1nc(N)nc(-c2cc(Cl)ccc2O)n1	30%	0.6%	-0.6%	11%	4%	-4%	5%	2.8%	1%
Nc1c(Cl)ncnc1N/N=C/c1ccnc2ccccc12	7%	4.9%	1.8%	15%	5%	-1%	-5%	-2.3%	-4%
Cc1ccc(C)c(OCc2cc(C(=O)N(C)Cc3nccn3C)no2)c1	3%	1.4%	0.9%	17%	7%	11%	1%	.	-4%
Cc1ccc(S(=O)(=O)NC2CCCc3ccccc32)cc1C (stereo not drawn)	-4%	-0.1%	1.7%	3%	5%	3%	0%	-2.6%	-4%
Cc1cc(C(=O)NNC(=O)c2cccc(S(=O)(=O)N3CCOCC3)c2)c2ccccc2n1	12%	4.9%	1.0%	10%	4%	0%	-8%	-8.7%	-1%
CCOC(=O)c1ccsc1NC(=O)CCS(=O)(=O)c1ccccc1	14%	-0.3%	0.9%	10%	4%	1%	-7%	.	-5%
CCOC(=O)c1ccc(N2C(=O)C(CC(N)=O)N(CCc3ccc(OC)c(OC)c3)C2=S)cc1 (stereo not drawn)	8%	1.8%	7.5%	6%	-1%	7%	-9%	-3.0%	-8%
COc1ccc(OC(=O)CN2C(=O)C3C4CCC(C4)C3C2=O)cc1 (stereo not drawn)	3%	-2.5%	0.1%	15%	-3%	0%	1%	-6.4%	-9%
Cc1nc2ccccc2n1CC(O)Cn1c2ccccc2c2ccccc21 (stereo not drawn)	-6%	6.7%	0.9%	9%	-6%	-2%	-4%	-34%	6%
C=CCOc1ccccc1CN(C(=O)CCl)c1ccc2c(c1)OCO2	3%	-1.0%	12%	-6%	10%	4%	-7%	.	-6%
COc1ccc(OC)c(CNC(=O)CCCc2cn(C)c3ccccc23)c1	1%	0.1%	3.3%	-6%	-4%	0%	-7%	-5.8%	-8%
CN(C)c1ccc(N/C=C/C(=O)C(F)(F)F)cc1	-25%	-0.8%	-0.1%	10µM*	?	3%	-8%	-8.6%	5%
CCOC(=O)Cc1cnc(N)s1	3%	-0.8%	0.2%	4%	5%	-6%	-2%	-4.2%	-7%
C=C(C)CC1Nc2ccccc2NC1CC(=C)C (stereo not drawn)	-6%	2.1%	-0.1%	19%	14%	4%	-2%	-1.7%	-10%
COc1cccc(OCCSc2nc3ccccc3c(=O)[nH]2)c1	6%	-0.1%	1.5%	25%	3%	3%	.	-6.3%	0%
CS(=O)(=O)N(CC(=O)NC1CCCCC1)Cc1ccc(Cl)cc1	-4%	-2.0%	1.2%	0%	9%	-5%	-5%	-1.9%	-8%
CC(=O)c1cccc(NC(=O)CN(Cc2ccccc2)S(C)(=O)=O)c1	-1%	0.6%	0.2%	8%	7%	-1%	2%	-16%	3%
CCOc1ccc(-c2nnn(CC(=O)NCc3ccc4c(c3)OCO4)n2)cc1	39%	5.0%	-0.4%	5%	8%	8%	1%	-4.3%	-7%
CCO[C@@H]1OC(C(=O)N2CCN(Cc3ccc4c(c3)OCO4)CC2)=C[C@H](c2ccc3c(c2)OCO3)[C@H]1CCCO	1%	0.7%	5.8%	10%	.	-4%	.	-2.3%	1%
O=C(c1ccc2oc(CCCc3ccccc3)nc2c1)N1CCCC(CCCO)C1 (stereo not drawn)	-7%	-2.0%	15%	3%	7%	5%	-3%	.	-9%

The order is random. Share with any hit: about 1.7%.
